EPAC1 antagonist = qHTS for Antagonist of cAMP-regulated guanine nucleotide exchange factor 3 (EPAC1): primary screen | EPAC1 GEF assay, Rap1b-BODIPY-GDP exchange fluorescence | Potency, µM (highest dose often 115 µM), for inactives: top-dose activity change, negative = inhibition, most hits filed as inhibitors | Rap guanine nucleotide exchange factor 3 (Homo sapiens), O95398 | AID 720709, 2013 | hit rate 0.14% among 360,000;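 also: potency is read from the fitted curve at half-maximal effect; plate controls were vehicle for no effect and positive control for full effect; nearly all actives have a fitted effect of over 50% in size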
EPAC1 ag = qHTS for Agonist of cAMP-regulated guanine nucleotide exchange factor 3 (EPAC1): primary screen; hit rate 0.073% among 360,000; Rap guanine nucleotide exchange factor 3 (Homo sapiens), O95398; EPAC1 agonist qHTS, biochemical assay; response scale: 100% = response to 6.5 mM cAMP; Potency, µM (doses to about 154 µM), inactives show at the top dose activation, usual class: activators; also: potency is read from the fitted curve at half-maximal effect; nearly all actives have a fitted effect of over 60% in size
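Fluorescent GDP-exchange assay: 100 nM EPAC1 with 250 nM Rap1B preloaded with BODIPY-GDP and 50 uM GDP; compounds tested as concentration series, 5 min at room temperature, then read every 5 min for 30 min (ex 480/em 540 nm); normalized to 6.5 mM cAMP.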
WRN inhibitor = qHTS for Inhibitors of WRN Helicase. hit rate 0.46% among 360,000. WRN helicase unwinding, fluorescent forked duplex, kinetic. Bifunctional 3'-5' exonuclease/ATP-dependent helicase WRN (Homo sapiens), Q14191. Potency, µM (highest dose often 114 µM), for inactives: at the top dose activity change, negative = inhibition, hits mostly inhibitors; also: potency is read from the fitted curve at half-maximal effect; % is scaled to controls: 0 for no effect and ±100 for the full control effect; nearly all actives have a fitted effect of over 55% in size
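WRN at 20 nM final preincubated with compound 15 min at room temperature; reaction started with 100 nM fluorophore/quencher forked duplex oligonucleotide and 2 mM ATP final. Unwinding followed kinetically by red fluorescence (ex 525, em 598 nm).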
PI5P4Ka inh = qHTS for Inhibitors of phosphatidylinositol 5-phosphate 4-kinase (PI5P4K); max response, %; Phosphatidylinositol 5-phosphate 4-kinase type-2 alpha (Homo sapiens), P48426; hit rate 1.2% among 330,000; AID 652105, 2013; PI5P4Kalpha enzyme, ADP-Glo luminescence, 60 min; hits give low values; active = max response of -50% or lower; inconclusive = between -30% and -50%; inactive = -30% or higher; also: value at the top dose of about 77 µM; % is scaled to controls: 0 for no effect and ±100 for the full control effect
Target sequence (P48426 whole entry, looked up): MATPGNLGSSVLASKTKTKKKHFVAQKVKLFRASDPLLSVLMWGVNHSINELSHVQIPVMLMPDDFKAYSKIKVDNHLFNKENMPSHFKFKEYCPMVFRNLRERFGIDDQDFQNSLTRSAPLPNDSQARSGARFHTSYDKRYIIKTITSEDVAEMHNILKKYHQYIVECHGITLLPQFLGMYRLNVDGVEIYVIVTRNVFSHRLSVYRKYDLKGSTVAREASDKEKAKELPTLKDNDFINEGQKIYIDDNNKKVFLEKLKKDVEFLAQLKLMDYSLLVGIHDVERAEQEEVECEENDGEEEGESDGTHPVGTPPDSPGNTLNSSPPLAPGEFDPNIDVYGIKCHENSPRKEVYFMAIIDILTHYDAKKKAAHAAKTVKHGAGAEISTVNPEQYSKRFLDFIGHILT
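Quantitative HTS of the MLSMR library against PI5P4Kalpha with substrate. ATP added last at 5 microM final; room temperature, 60 minutes. Remaining ATP depleted, ADP converted and read as luminescence.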
CCT chaperon mod = High-Throughput Screening for Modulators of Cytosolic Chaperonin Activity; purified chaperonin ATPase assay, HTRF ADP detection, 30 min; activity change, % (no concentration beside the values), hits read low; hit rate 0.3% among 360,000; in the data active = activity change below about -30%; also: % is scaled to controls: 0 for no effect and ±100 for the full control effect
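Nucleotide hydrolysis assay: TRiC at 20–40 nM final (set by batch activity) with 10 uM ATP, 30 min at 37 °C, in presence of 76 uM compound. Detection by competitive ADP HTRF, 30 min ambient.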
PLK1 PBD inh = qHTS for Inhibitors of PLK1-PDB (polo-like kinase 1 - polo-box domain): Primary Screen | Plk1 PBD binding of FITC phosphopeptide, fluorescence polarization | Potency, µM, for the others: max response, negative = inhibition, actives largely listed as inhibitors | hit rate 2.8% among 360,000; also: potency is read from the fitted curve at half-maximal effect; series mostly up to about 57 µM; % is scaled to controls: 0 for no effect and ±100 for the full control effect; nearly all actives have a fitted effect of over 65% in size
Target sequence (P53350 whole entry, looked up, the tested form may be a part): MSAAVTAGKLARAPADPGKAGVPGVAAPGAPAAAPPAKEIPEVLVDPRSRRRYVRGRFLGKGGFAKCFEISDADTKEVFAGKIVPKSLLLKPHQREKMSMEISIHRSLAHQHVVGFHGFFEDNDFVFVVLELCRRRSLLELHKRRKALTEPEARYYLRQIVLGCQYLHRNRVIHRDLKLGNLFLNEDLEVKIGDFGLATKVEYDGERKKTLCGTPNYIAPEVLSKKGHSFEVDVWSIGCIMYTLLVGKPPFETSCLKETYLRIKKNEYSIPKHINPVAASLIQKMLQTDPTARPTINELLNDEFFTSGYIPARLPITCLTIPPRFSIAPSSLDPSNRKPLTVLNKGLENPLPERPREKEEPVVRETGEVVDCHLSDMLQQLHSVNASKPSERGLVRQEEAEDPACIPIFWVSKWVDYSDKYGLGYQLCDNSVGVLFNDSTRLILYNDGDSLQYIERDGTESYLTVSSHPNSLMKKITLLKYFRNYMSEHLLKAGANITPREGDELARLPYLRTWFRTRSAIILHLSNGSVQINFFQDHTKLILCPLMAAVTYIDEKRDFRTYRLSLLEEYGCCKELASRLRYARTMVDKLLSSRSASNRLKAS
Mm-Cpn inhibitor = Inhibitors of TCP-1 ring complex (TRiC) of Methanococcus maripaludis (MmCpn): qHTS | Chaperonin Mm-Cpn (Methanococcus maripaludis) | purified Mm-Cpn ATPase, ADP Transcreener TR-FRET | Potency, µM (doses to about 76.9 µM), without a hit: top-dose activity, negative = inhibition, usual class: inhibitors | hit rate 0.031% among 330,000; also: potency is read from the fitted curve at half-maximal effect; % is scaled to controls: 0 for no effect and ±100 for the full control effect; nearly all actives have a fitted effect of over 80% in size
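Eu-cryptate anti-ADP/ADP-d2 competition gives a ratio inversely related to ADP. Enzyme at 25 nM was pre-exposed to compound for 10 min, then given 10 uM ATP for 30 min, 37°C throughout.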
EPAC2 antagonist = qHTS for Antagonist of cAMP-regulated guanine nucleotide exchange factor 2 (EPAC2): primary screen | hit rate 0.18% among 360,000 | EPAC2 GEF exchange of Rap1B-BODIPY-GDP, fluorescence | Rap guanine nucleotide exchange factor 4 (Homo sapiens), Q8WZA2 | Potency, µM (highest dose often 114 µM), without a hit: top-dose activity, negative = inhibition, usual class: inhibitors; also: potency is read from the fitted curve at half-maximal effect; % is scaled to controls: 0 for no effect and ±100 for the full control effect; nearly all actives have a fitted effect of over 45% in size; many of its hits are not listed in these tables
* hit, by the source's call; ? = inconclusive; / = not tested or not shown; [ ] = dose if it differs, or a comment. Unless noted, calls follow the shape of the dose curve; as a rule, active = well fitted curve in the direction sought with a large enough effect; inconclusive = small, poorly fitted or top-dose-only effect, or another doubt; inactive = no such curve, though single readings can be large; an effect the other way counts as inactive or inconclusive.

No.	molecule	EPAC1 antagonist	EPAC1 ag	WRN inhibitor	PI5P4Ka inh	CCT chaperon mod	PLK1 PBD inh	Mm-Cpn inhibitor	EPAC2 antagonist
1	COC(=O)c1ccc(NC(=S)N2CCN(Cc3ccccc3OC)CC2)cc1	-9%	5%	-9%	4	-1.8	5%	-1%	-21%
2	Cc1ccc(Cn2c(=N)n(CC(O)COc3ccccc3)c3ccccc32)cc1 (centres undefined)	-15%	-4%	5%	-5	-1.8	-14%	2%	3%
3	CCOC(=O)C1C(=O)CC(C)(O)C(C(=O)OCC)C1c1cc(Br)ccc1OC (centres undefined)	-10%	0%	7%	/	-1.8	-1%	0%	3%
4	O=C(O)C1Nc2c(C(F)(F)F)ccc(Cl)c2C2C=CCC12 (centres undefined)	2%	-8%	-11%	-27	-1.7	27µM*	-3%	12%
5	Cc1cc(NC(=O)CN2CC(C)OC(C)C2)n(-c2nc3ccccc3s2)n1 (centres undefined)	0%	3%	-5%	4	1.3	2%	1%	0%
6	NNC(=S)Nc1ccc(C(F)(F)F)cc1Cl	-25%	1%	0%	10	-2.6	2%	2%	-6%
7	CCc1ccccc1NC(=O)CC(NCc1ccccc1)C(=O)O (centres undefined)	-2%	9%	0%	2	0.2	-11%	1%	-4%
8	CC(NS(=O)(=O)c1ccc2c(c1)OCCO2)c1ccccc1 (centres undefined)	8%	4%	1%	-2	-0.2	-4%	-2%	-3%
9	Cc1cc(C)n(CCc2nc(-c3ccc(C(C)(C)C)cc3)cs2)n1	-16%	-10%	-16%	28	-0.4	-14%	0%	-21%
10	Cc1ccc2nc(NC(=O)COC(=O)c3cccnc3)sc2c1	-7%	-6%	5%	-1	0.4	1%	-1%	11%
11	O=C(Cc1ccc(Cl)cc1)N/N=C/c1ccncc1	-1%	3%	-7%	-2	-1.9	-3%	-2%	1%
12	CCOc1ccc(N=CNc2ccc(OCC)cc2)cc1	-3%	4%	-2%	-1	-0.6	-2%	3%	-11%
13	CCc1ccc2nc3c(c(C(=O)O)c2c1)CCC3	16%	10%	6%	/	0.9	-16%	1%	2%
14	CCOc1ccc(S(=O)(=O)N(CC)CC)cc1NC(=O)CSCc1c(C)noc1C	-19%	-5%	-9%	-1	1.6	-3%	-7%	-5%
15	Cc1cc(C)c(S(=O)(=O)N2CCN(C(=O)C3COc4ccccc4O3)CC2)c(C)c1 (centres undefined)	7%	5%	-5%	2	-2.2	0%	-1%	-8%
16	COc1ccc(C(=O)NCCS(=O)(=O)NCc2cccnc2)cc1	-6%	-3%	2%	1	-0.7	-1%	-2%	1%
17	CN1C(=O)NC(c2ccc(O)cc2)C(C(=O)c2cccs2)C1(O)C(F)(F)F (centres undefined)	-14%	4%	-6%	/	-0.6	-5%	-4%	-1%
18	CC1Sc2ccc(S(=O)(=O)CCC(=O)N3CCCC3)cc2NC1=O (centres undefined)	-22%	-14%	17%	5	0.3	1%	1%	5%
19	CN(C)S(=O)(=O)c1ccc(-c2csc(-c3cccnc3)n2)cc1	-28%	-5%	-16%	-19	1.7	-5%	-2%	-7%
20	CC(=O)c1cccc(NC(=O)N2C3CCC2CC(NC(=O)Nc2ccccc2)C3)c1 (centres undefined)	-28%	7%	-2%	-5	-2.2	-1%	2%	-24%[57.1 µM]

Taken from above:
Value of CCOc1ccc(S(=O)(=O)N(CC)CC)cc1NC(=O)CSCc1c(C)noc1C under PI5P4Ka inh: -1
Value of CN1C(=O)NC(c2ccc(O)cc2)C(C(=O)c2cccs2)C1(O)C(F)(F)F (centres undefined) under EPAC1 antagonist: -14%

PLK1 PBD inh, entries above that show a hit.
No.	smiles	EPAC1 antagonist	WRN inhibitor	PI5P4Ka inh	CCT chaperon mod	PLK1 PBD inh	Mm-Cpn inhibitor	EPAC2 antagonist
4	O=C(O)C1Nc2c(C(F)(F)F)ccc(Cl)c2C2C=CCC12 (centres undefined)	2%	-11%	-27	-1.7	27µM*	-3%	12%

Next part:
No.	molecule	EPAC1 antagonist	EPAC1 ag	WRN inhibitor	PI5P4Ka inh	CCT chaperon mod	PLK1 PBD inh	Mm-Cpn inhibitor	EPAC2 antagonist
21	Cc1cccn2c(=O)c3cc(S(=O)(=O)c4ccccc4)c(=N)n(Cc4cccnc4)c3nc12	-9%	4%	1%	4	1.1	-4%	-2%	0%
22	COCCSc1nnc(NC(=O)C2CCCO2)s1 (centres undefined)	12%	-2%	1%	/	-8.1	-3%	0%	8%
23	CC(C)CCC(CCNCc1ccccn1)c1ccc2c(c1)OCO2 (centres undefined)	5%	-5%	7%	4	0.9	-5%	-2%	9%
24	O=C(c1ccco1)N(Cc1ccc(Cl)cc1)C1CCS(=O)(=O)C1 (centres undefined)	-13%	1%	2%	20	-3.5	-20%	2%	-25%
25	Cc1ccc(OCC(=O)NNC(=S)NC(=O)c2ccc(Br)o2)c(C)c1	0%	-2%	1%	-13	-1.1	-21%	1%	11%
26	Cn1cnnc1SCc1ccc(C(=O)N/N=C(/CCC(=O)O)c2ccc(C(C)(C)C)cc2)cc1	0%	-5%	4%	-8	-2.9	1%	/	16%
27	Cc1nn(Cc2c(Cl)cccc2Cl)c(C)c1C(=O)NCc1ccc(C)n1C	-5%	3%	-14%	-16	2.6	-4%	-2%	2%
28	CC(=O)c1ccc(S(=O)(=O)N2CCN(CCOc3ccc(Br)cc3)CC2)cc1	?	7%	-11%	8	1.5	-5%	-4%	-7%
29	Cc1ccc(C(=O)NCCNS(=O)(=O)c2ccccc2)cc1	2%	-10%	2%	9	0.5	0%	1%	1%
30	Cc1ccc(SCC(=O)NNC(=O)c2ccccc2)cc1C	8%	5%	5%	0	-3.2	-9%	-1%	-14%
31	COCCN(CCOC)S(=O)(=O)NC[C@H]1O[C@@H](n2cnc3c(N)ncnc32)[C@H](O)[C@@H]1O	-18%	3%	-3%	5	-0.9	-18%	2%	-2%
32	O=S(=O)(c1ccc2c(c1)OCCO2)N1CCC(O)(c2ccc(Cl)cc2)CC1	-1%	13%	-15%	0	-0.2	-5%	0%	3%
33	COc1ccc(C(=O)Nc2nnc(S(=O)(=O)N(C)Cc3ccc(F)cc3)s2)cc1OC	-17%	-10%	-8%	-2	-1.5	-25%	-4%	-3%
34	CC(C)OCCCNC(=O)c1cccc(NC(=O)c2ccccc2)c1	8%	-9%	1%	2	0.6	-5%	1%	21%
35	Cc1noc(C)c1CSCC(=O)N1CCN(c2ccc(F)cc2)CC1	6%	-6%	-3%	7	-0.2	-11%	-2%	20%
36	CS(=O)(=O)Nc1cccc(NC(=O)C2Cc3c(-c4ccccc4)ccnc3O2)c1 (centres undefined)	-17%	-5%	-14%	-6	1.1	-11%	/	5%
37	CCOC(=O)C1CCCN(C(=O)c2cc3c(-c4cccc(OC)c4)nn(C)c3s2)C1 (centres undefined)	-17%	0%	-6%	3	0.8	-2%	1%	-11%
38	CCCCNC(=O)c1onc(CSc2cccc(F)c2)c1C(=O)O	-8%	1%	-2%	-2	-4.4	-30%	2%	1%
39	CCOc1ccc(N2CC(C(=O)NNC(=O)c3ccc(Br)cc3)CC2=O)cc1 (centres undefined)	-10%	7%	-4%	-2	-1.5	-13%	1%	-2%
40	COc1cccc(CN2CC(C(=O)NCCN3CCOC3=O)CCC2=O)c1 (centres undefined)	12%	1%	-1%	5	-2.1	-4%	0%	4%
41	COC(=O)C(C)Sc1nc2c(c(=O)[nH]c(=O)n2C)n1CCC(C)C (centres undefined)	5%	-3%	-10%	3	2.3	0%	-1%	3%[57.1 µM]
42	Cc1ccc(C(=O)C2=C(O)C(=O)N(CC3CCCO3)C2c2ccccc2F)o1 (centres undefined)	-10%	2%	1%	0	-0.3	-18%	-6%	2%
43	O=C(CNC(=O)c1ccccc1F)NCCN1C(=O)S/C(=C\c2ccc3c(c2)OCO3)C1=O	0%	-12%	2%	-7	0.7	1%	1%	5%
44	CCOc1ccc(C2C(=O)N(C3CCCCC3)CC(=O)N2CC2CCCO2)cc1OC (centres undefined)	11%	-5%	4%	-2	-0.1	-4%	0%	17%
45	C#CCNC(=O)C1=C[C@H](c2csc3ccccc23)C[C@H](OCCCCO)O1	16%	2%	5%	?	-0.5	-7%	/	3%
46	Cc1noc(NS(=O)(=O)c2ccc(NC(=O)c3cc(-c4ccccc4Cl)nc4ccccc34)cc2)c1C	?	-4%	-14%	0	-3.3	38µM*	0%	-23%

A different layout for some results above.
27	Cc1nn(Cc2c(Cl)cccc2Cl)c(C)c1C(=O)NCc1ccc(C)n1C
28	CC(=O)c1ccc(S(=O)(=O)N2CCN(CCOc3ccc(Br)cc3)CC2)cc1
29	Cc1ccc(C(=O)NCCNS(=O)(=O)c2ccccc2)cc1
30	Cc1ccc(SCC(=O)NNC(=O)c2ccccc2)cc1C
31	COCCN(CCOC)S(=O)(=O)NC[C@H]1O[C@@H](n2cnc3c(N)ncnc32)[C@H](O)[C@@H]1O
screen / no. | 27 | 28 | 29 | 30 | 31
EPAC1 antagonist | -5% | ? | 2% | 8% | -18%
EPAC1 ag | 3% | 7% | -10% | 5% | 3%
WRN inhibitor | -14% | -11% | 2% | 5% | -3%
PI5P4Ka inh | -16 | 8 | 9 | 0 | 5
CCT chaperon mod | 2.6 | 1.5 | 0.5 | -3.2 | -0.9
PLK1 PBD inh | -4% | -5% | 0% | -9% | -18%
Mm-Cpn inhibitor | -2% | -4% | 1% | -1% | 2%
EPAC2 antagonist | 2% | -7% | 1% | -14% | -2%

Screens deposited in PubChem BioAssay by National Center for Advancing Translational Sciences (NCATS).

A portion of the library; the hit share may differ from the screen's.
